Assay outcomes deposited in PubChem BioAssay by National Center for Advancing Translational Sciences (NCATS).
Tb PFK inh = blocks T. brucei phosphofructokinase; Potency, µM (doses to about 57.5 µM), for inactives: top-dose activity, negative = inhibition, hits mostly inhibitors; AID 485367; T. brucei PFK, ADP-Glo luminescence; O15648; actives 0.17% (n = 330,000);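 note: potency is the fitted concentration of half-maximal effect; 0% = uninhibited 1x PFK enzyme wells and -100% = no-enzyme wells; nearly all actives have a fitted effect of over 60% in size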
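Activity is normalized to no-enzyme wells (full inhibition) and 1.25 nM enzyme wells (no inhibition). Reaction: 0.5 mM F6P, 0.1 mM ATP, 45 min RT, ADP-Glo luminescence; concentration-response curves fitted and classed by quality.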
Mito fusion act = mitochondrial division inhibition or fusion activation. S. cerevisiae fusion-defective mutant growth rescue, CellTiterGlo 48 h. Potency, µM (series often up to 46.1 µM), for the others: at the highest dose growth rescue (activation), usual class: activators. actives 0.23% (n = 320,000). AID 485298;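 note: potency is the fitted concentration of half-maximal effect; % of control where 0% means no effect; nearly all actives have a fitted effect of over 45% in size; temperature-sensitive fusion mutants such as fzo1-1 at 37 °C on non-fermentable ethanol glycerol medium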
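Growth-rescue viability read-out: after 48 h at the non-permissive 37C in glycerol/ethanol YPEG, yeast mitochondrial fusion mutants are measured by CellTiterGlo luminescence; compounds (23 nl pinned per well) restoring growth score as division inhibitors or fusion activators.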
B2AR arrestin = recruits beta-arrestin to the human beta2-adrenergic receptor; P07550; beta-arrestin recruitment to beta2AR, cell-based reporter; Potency, µM (highest dose often 46.1 µM), without a hit: at the top dose activation, usual class: activators; actives 0.02% (n = 330,000); AID 492947;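 note: potency is the fitted concentration of half-maximal effect; 0% = DMSO controls and full agonism = EC100 isoproterenol or metaproterenol; nearly all actives have a fitted effect of over 65% in size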
TCR act = activators of T cell receptors; primary human leukocytes, anti-CD3, IL-2 HTRF, 48 h; Potency, µM (doses to about 9.22 µM), for inactives: at the top dose activation of IL-2 secretion, hits mostly activators; 330,000 tested, under 10 active; note: % of control where 0% means no effect
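Human primary leukocytes + a-CD3 beads + cpd, 48 hr; IL-2 in supernatant by HTRF (ex 320nm / em 665nm). No co-stimulatory signal supplied.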
TSG101-PTAP inh = blocks PTAP/TSG101 interaction to inhibit HIV-1 budding. Potency, µM (top dose mostly 115 µM), for the others: top-dose activity change, negative = inhibition, actives largely listed as inhibitors. 340,000 tested, under 10 active. Fluorescence polarization, FITC-PTAP peptide / Tsg101 binding; active = well fitted inhibition curve with a large enough effect in the main read-out, with a control signal flat, not every such curve was filed as active; inconclusive = small, poorly fitted or top-dose-only effect, or effect the other way, or a change in a side signal; inactive = no such curve, though single readings can be large or run the other way; note: potency is the fitted concentration of half-maximal effect; % of control where 0% means no effect
Target sequence (Q99816 whole entry, looked up): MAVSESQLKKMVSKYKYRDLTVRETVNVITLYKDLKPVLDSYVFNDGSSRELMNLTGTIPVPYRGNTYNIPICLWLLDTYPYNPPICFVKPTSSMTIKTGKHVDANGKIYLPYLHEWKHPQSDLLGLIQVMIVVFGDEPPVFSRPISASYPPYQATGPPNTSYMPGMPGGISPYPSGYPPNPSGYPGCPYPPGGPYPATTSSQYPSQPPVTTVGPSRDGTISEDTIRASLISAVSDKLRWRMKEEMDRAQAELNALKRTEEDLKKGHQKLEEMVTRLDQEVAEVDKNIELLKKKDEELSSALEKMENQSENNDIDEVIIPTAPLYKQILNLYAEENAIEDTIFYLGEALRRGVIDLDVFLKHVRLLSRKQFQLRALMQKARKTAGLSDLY
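Steps: Tsg101 binding domain dispensed (10 uM final), compounds pinned in DMSO, FITC-labeled PTAP-motif peptide added (50 nM final); after 20 min binding at room temperature, polarization measured.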
uPA surface inh = inhibitors of cell surface uPA generation. cell surface uPA generation assay, qHTS. Potency, µM (highest dose often 38.3 µM), inactives show at the highest dose activity change, negative = inhibition, hits mostly inhibitors. AID 540303. actives 0.31% (n = 330,000); active = well fitted inhibition curve with a large enough effect; inconclusive = small, poorly fitted or top-dose-only effect; inactive = no such curve, though single readings can be large or run the other way; tested in mouse RAW 264.7 cells; note: potency is the fitted concentration of half-maximal effect; % is set by controls: 0 for no effect and ±100 for the full control effect; nearly all actives have a fitted effect of over 55% in size
TSHR antag = blocks TSH signaling through the human TSH receptor; P16473; TSHR-expressing cells, TSH-stimulated cAMP HTRF, 2 h; hits give low values; activity change, negative = inhibition, % at 11.5 µM; actives 0.2% (n = 330,000); AID 504810;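 active = activity change below a set negative limit, meaning inhibition stronger than a set level, cut at about -70% in these data; inconclusive = activity change between two set negative limits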; note: % is set by controls: 0 for no effect and ±100 for the full control effect
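TSHR-expressing cells, 200/well, pre-treated with compound, then stimulated with EC80 TSH (4nM final) for 2 hours at 37 deg C. cAMP measured by competitive HTRF: anti-cAMP cryptate antibody in lysis buffer plus cAMP-d2, read after 30 minutes at room temperature.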
USP2a block = blocks human ubiquitin-specific protease USP2a; O75604; actives 0.01% (n = 330,000); USP2 core, Ub-CHOP2 coupled fluorogenic reporter, 485/531; Potency, µM (top dose mostly 38.3 µM), inactives show at the top dose activity change, negative = inhibition, hits mostly inhibitors;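 note: potency is the fitted concentration of half-maximal effect; plate controls were DMSO wells for no effect and full inhibition by NEM control for full effect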
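USP2 core (10nM final) preincubated 30min RT with compound in 20mM Tris-HCl pH 8.0, 2mM CaCl2, 2mM beta-mercaptoethanol, 0.05% CHAPS; 25nM Ub-CHOP2 plus 25nM reporter substrate added, fluorescence (Ex485/Em531) read after 60min.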
ELG1 repair inh = inhibitors of ELG1-dependent DNA repair in HEK293T cells. HEK293T ELG1-luciferase reporter, luminescence, 16 h; DNA damage induced by 5-fluorouridine. actives 2.3% (n = 330,000). Potency, µM (titrated, usually from 46.1 µM), for inactives: top-dose activity change, negative = inhibition, most hits filed as inhibitors; note: potency is the fitted concentration of half-maximal effect; % is set by controls: 0 for no effect and ±100 for the full control effect; nearly all actives have a fitted effect of over 55% in size
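Step one: seed 2,000 cells per well. Step two: pin-transfer compound or DMSO alongside 5-fluorouridine. Step three: incubate 16 hr, 37 °C, 5% CO2. Step four: add ONE-Glo, wait 30 min, read luminescence.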
Chronic BCR inh = blocks chronic active B-cell receptor signaling | actives 0.05% (n = 340,000) | Potency, µM (highest dose often 46.1 µM), inactives show at the top dose ratio change, negative = lower green/red ratio, actives largely listed as inhibitors | ABC-DLBCL IkBa-CBG/CBR reporter, luminescence ratio, 4 h; active = well fitted inhibition curve with a large enough effect in the signal ratio, with a control signal flat, not every such curve was filed as active; inconclusive = small, poorly fitted or top-dose-only effect, or effect the other way, or a change in a side signal; the % refers to the signal ratio;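 note: potency is the fitted concentration of half-maximal effect; plate controls were basal doxycycline-induced cells for no effect and cells given 10 µM MG132 for full effect; MG132 reads +100%, hits lower the ratio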
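Doxycycline induced both beetle luciferases in TMD8 lymphoma cells; IKK-driven degradation limits the IkappaBalpha-fused green signal, while red luminescence normalises for cell number and nonspecific effects. Compounds tested up to 46 uM, 4 hrs.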
Eya2 inh = Eya2 (human) phosphatase inhibition | O00167 | recombinant Eya2, OMFP fluorescence dephosphorylation (OMFP is methylfluorescein phosphate) | Potency, µM (doses to about 76.9 µM), for the others: top-dose activity, negative = inhibition, most hits filed as inhibitors | actives 0.006% (n = 330,000) | AID 488837; note: potency is the fitted concentration of half-maximal effect; % is set by controls: 0 for no effect and ±100 for the full control effect
Target sequence (O00167 whole entry, looked up): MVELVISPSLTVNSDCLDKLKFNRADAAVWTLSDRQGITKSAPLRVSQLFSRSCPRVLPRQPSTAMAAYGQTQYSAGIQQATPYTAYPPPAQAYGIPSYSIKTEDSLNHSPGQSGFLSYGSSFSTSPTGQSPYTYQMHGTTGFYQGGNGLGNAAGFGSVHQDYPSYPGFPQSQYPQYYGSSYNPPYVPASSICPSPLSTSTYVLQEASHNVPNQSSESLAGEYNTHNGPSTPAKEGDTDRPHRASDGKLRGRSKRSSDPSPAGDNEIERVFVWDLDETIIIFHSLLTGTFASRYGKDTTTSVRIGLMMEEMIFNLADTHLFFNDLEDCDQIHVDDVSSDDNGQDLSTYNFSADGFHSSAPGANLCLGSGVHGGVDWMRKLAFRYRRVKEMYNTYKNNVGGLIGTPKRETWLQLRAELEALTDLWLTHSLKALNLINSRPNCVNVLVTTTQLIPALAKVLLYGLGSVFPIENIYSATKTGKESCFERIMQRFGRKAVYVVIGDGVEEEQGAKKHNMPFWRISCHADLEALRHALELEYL
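Eya2 protein (added as 0.2 uM solution) was preincubated with compound for 10 min at ambient temperature in 50 mM HEPES pH 7.5, 50 mM NaCl, 5 uM MgCl2, 0.05% BSA, 1 mM DTT. OMFP (added at 50 uM) then reacted 10 min; fluorescence read at 485/525 nm.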
* = called active by the depositor; ? = inconclusive; . = not tested or not shown; & = joins results of further samples; [ ] = dose if it differs, or a comment. Unless noted, calls come from the whole dose curve; as a rule, active = well fitted curve in the direction sought with a large enough effect; inconclusive = small, poorly fitted or top-dose-only effect, or another doubt; inactive = no such curve, though single readings can be large; an effect the other way counts as inactive or inconclusive.

SMILES	Tb PFK inh	Mito fusion act	B2AR arrestin	TCR act	TSG101-PTAP inh	uPA surface inh	TSHR antag	USP2a block	ELG1 repair inh	Chronic BCR inh	Eya2 inh
CC1Cc2cc(S(=O)(=O)CCC(=O)NCc3ccco3)ccc2N1C(=O)C1CC1 (configuration not stated)	-1%	7%	-0.4%	-3%	-1%	?	0	-1%	-9%	-5%	-2%
O=C(CSc1ccccc1F)NCC(c1cccs1)N1CCOCC1 (configuration not stated)	0%	.	0.0%	3%	-4%	-4%	.	1%	-25%	1%	-10%
Cc1cc(C)c(S(=O)(=O)N2CCCC(C(=O)NC3CC3)C2)c(C)c1 (configuration not stated)	-3%	3%	-0.2%	0%	-8%	1%	7	2%	5%	-5%	0%
O=C(c1ccc(Cl)cc1)c1cc(-c2ccccn2)c(N2CCOCC2)s1	3%	2%	0.1%	0%	-6%	2%	20	3%	2%	?	-11%
Cc1cccnc1NCc1ccc(O)c2ncccc12	0%	-1%	?	-10%	0%	-6%	-14	2%	11%	-11%	17%
CSCCC(NC(=O)c1cccc(S(=O)(=O)N2CCOCC2)c1)C(=O)Nc1ccc(F)cc1 (configuration not stated)	4%	0%	-0.8%	-1%	-1%	-1%	-3	9%	1%	?	6%
CCOC(=O)c1cc2sc(C)cc2n1CCCN1C(=O)c2ccccc2C1=O	-2%	0%	0.0%	1%	-6%	2%	-20	5%	-10%	-7%	6%
CC(=O)Nc1ccc(N2C(=O)CC(Sc3nc(C)cc(C)n3)C2=O)cc1 (configuration not stated)	2%	-1%	0.6%	-4%	0%	-6%	3	12%	-3%	0%	4%
COc1ccc2oc(C(=O)OCC(=O)NC(C)c3ccccc3)c(C)c2c1 (configuration not stated)	-11%	?	0.5%	-2%	1%	1%	-3	1%	5%	14%	-9%
COc1cccc(C(=O)NCCS(=O)(=O)NCc2ccco2)c1	-23%	0%	-0.2%	-3%	0%	1%	14	0%	4%	?	3%
COc1ccc(NC(C)=O)cc1NC(=O)CSc1nc2ncccc2[nH]1	1%	-1%	0.5%	-10%	0%	6%	-5	6%	-1%	0%	2%
CCOc1ccc(N2C(=O)c3ccc(C(=O)OCc4c(C)noc4C)cc3C2=O)cc1	-3%	-1%	-0.9%	0%	-8%	2%	13	0%	?	-2%	0%
COc1ccccc1C1CCN(Cc2ccccc2)CC1	3%	-18%	0.4%	-3%	-2%	2%	-5	-5%	-23%	-6%	6%
COc1cccc(C(=O)N/N=C(\C)c2ccc(NC(=O)Cc3ccccc3)cc2)c1OC	1%	0%	-0.2%	2%	-2%	6%	-1	-1%	?	-4%	-6%
OCCN1CCN(c2ncnc3c2c(-c2ccccc2)cn3-c2ccc(Br)cc2)CC1	3%	8%	-0.3%	1%	-2%	12%	-1	0%	-14%	-15%	-3%
COc1ccccc1CNC(=O)CNC(=O)c1sc2ccccc2c1Cl	1%	10%	2.8%	3%	-1%	2%	12	-1%	-1%	5%	-3%
N#CCC(=O)Nc1ccc(C(=O)NCCC(c2ccccc2)c2ccccc2)cc1	-9%	1%	-0.4%	7%	-2%	5%	4	-3%	-19%	?	9%
COc1ccc(NC(=O)C(=O)NNC(=O)c2ccc(Cl)cc2Cl)cc1	0%	3%	0.0%	-2%	0%	8%	-12	5%	16%	?	3%
CCC1C(=O)N=C(SCC(=O)NC2CCCCC2)NC1=O (configuration not stated)	0%	-7%	-0.3%	0%	-3%	8%	-2	0%	3%	-2%	7%
O=S(=O)(Nc1cccc(C(F)(F)F)c1)c1cccnc1	-1%	3%	-1.0%	-6%	-7%	4%	3	3%	4%	7%	-24%
O=C(O)C1CC=CCC1C(=O)NNS(=O)(=O)c1ccccc1 (configuration not stated)	0%	21%	0.0%	5%	0%	3%	5	3%	22%	9%	-19%
CC(=O)c1cccc(NC(=S)NC2CC2)c1	-2%	0%	-0.8%	8%[46.1 µM]	-5%	4%	2	1%	1%	3%	1%
CCCCCCNc1nc(Cl)nc(NC(C)(C)CO)n1	2%	2%	-0.8%	-1%	5%	5%	-2	9%	-15%	13%	-23%
Cc1cccc(C(=O)N[C@H](C(=O)Nc2nc(C)cs2)C(C)C)c1	-7%	1%	-0.9%	-3%[46.1 µM]	-2%	-6%	-7	-1%	10%	0%	9%
COc1ccc2nc(N/C(N)=N/S(C)(=O)=O)nc(C)c2c1	3%	7%	0.4%	-6%	-1%	-7%	-9	1%	?	-6%	3%
COc1ccc(C(=O)CSc2nnc(CNc3nc(-c4ccccc4)cs3)n2C)cc1	4%	13%	2.9%	-5%	-10%	7%	10	-4%	?	-1%	-3%
O=C(N/N=C/c1ccncc1)c1nc2ccccc2c(=O)[nH]1	1%	2%	-0.2%	6%	-4%	0%	-9	4%	?	?	1%
CCOC(=O)N1CCN(CC(O)COc2ccc(CC)cc2)CC1 (configuration not stated)	3%	-11%	0.6%	10%	-5%	-1%	0	0%	0%	-7%	11%
COc1ccc(-n2nc(C(=O)NCC(=O)NCCN(C)C)c3ccccc3c2=O)cc1	1%	5%	0.1%	4%	-1%	6%	-5	2%	10%	5%	8%
CC(C)(NO)/C(=N/O)c1cccs1	2%	-5%	0.3%	-7%	0%	8%	1	5%	4%	-3%	2%
COc1ccc(NC(=O)CC#N)cc1OC	0%	-1%	-0.4%	1%	-3%	0%	-1	-1%	-6%	-2%	13%
CC(=O)c1cccc(N(C(=O)CNC(=O)c2ccco2)C(C(=O)NCC2CCCO2)c2ccccc2)c1 (configuration not stated)	-1%	31%	-0.5%	-2%	-2%	-12%	-1	3%	8%	-5%	5%
C[C@H](CO)N1C[C@H](C)[C@@H](CN(C)Cc2ccc(-c3ccccc3)cc2)Oc2c(NC(=O)Cc3ccccc3)cccc2C1=O	8%	.	?	7%	-3%	?	17	-13%	?	?	11%
C=CCN1CCc2cc(O)c(O)cc2C(c2ccccc2)C1 (configuration not stated)	-6%	?	?	8%	-7%	-13%	-15&-10	-1%	10%	?	3%&-35%
COC(=O)C1CCN(Cc2cn(-c3ccccc3)nc2-c2ccc3c(c2)OCO3)CC1	-8%	-13%	-0.5%	.	-3%	6%	17	-6%	?	?	0%
CC(=O)Nc1ccc(CN2CCCCCC2)cc1	-5%	2%	-0.6%	.	-3%	13%	7	-1%	-3%	0%	11%

Molecules above with a furan ring, fused or not:
SMILES	Tb PFK inh	Mito fusion act	B2AR arrestin	TCR act	TSG101-PTAP inh	uPA surface inh	TSHR antag	USP2a block	ELG1 repair inh	Chronic BCR inh	Eya2 inh
CC1Cc2cc(S(=O)(=O)CCC(=O)NCc3ccco3)ccc2N1C(=O)C1CC1 (configuration not stated)	-1%	7%	-0.4%	-3%	-1%	?	0	-1%	-9%	-5%	-2%
COc1ccc2oc(C(=O)OCC(=O)NC(C)c3ccccc3)c(C)c2c1 (configuration not stated)	-11%	?	0.5%	-2%	1%	1%	-3	1%	5%	14%	-9%
COc1cccc(C(=O)NCCS(=O)(=O)NCc2ccco2)c1	-23%	0%	-0.2%	-3%	0%	1%	14	0%	4%	?	3%
CC(=O)c1cccc(N(C(=O)CNC(=O)c2ccco2)C(C(=O)NCC2CCCO2)c2ccccc2)c1 (configuration not stated)	-1%	31%	-0.5%	-2%	-2%	-12%	-1	3%	8%	-5%	5%

Random draw from the library. About 3% of those tested had a hit in this group.
